High-throughput results (PubChem BioAssay)
TRPC6 activator: activators of mouse TRPC6 channel | AID 2550 | HEK293-TRPC6 membrane potential dye fluorescence; hits give high values | actives 0.13% (n = 310,000) | Q61143 | B-score at 10 µM;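 active = B-score of the integrated fluorescence ratio above library mean plus 3 SD, and starting fluorescence ratio within library mean plus 5 SD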;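 also: higher score means more depolarization so channel activation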
Target sequence (Q61143 whole entry, looked up): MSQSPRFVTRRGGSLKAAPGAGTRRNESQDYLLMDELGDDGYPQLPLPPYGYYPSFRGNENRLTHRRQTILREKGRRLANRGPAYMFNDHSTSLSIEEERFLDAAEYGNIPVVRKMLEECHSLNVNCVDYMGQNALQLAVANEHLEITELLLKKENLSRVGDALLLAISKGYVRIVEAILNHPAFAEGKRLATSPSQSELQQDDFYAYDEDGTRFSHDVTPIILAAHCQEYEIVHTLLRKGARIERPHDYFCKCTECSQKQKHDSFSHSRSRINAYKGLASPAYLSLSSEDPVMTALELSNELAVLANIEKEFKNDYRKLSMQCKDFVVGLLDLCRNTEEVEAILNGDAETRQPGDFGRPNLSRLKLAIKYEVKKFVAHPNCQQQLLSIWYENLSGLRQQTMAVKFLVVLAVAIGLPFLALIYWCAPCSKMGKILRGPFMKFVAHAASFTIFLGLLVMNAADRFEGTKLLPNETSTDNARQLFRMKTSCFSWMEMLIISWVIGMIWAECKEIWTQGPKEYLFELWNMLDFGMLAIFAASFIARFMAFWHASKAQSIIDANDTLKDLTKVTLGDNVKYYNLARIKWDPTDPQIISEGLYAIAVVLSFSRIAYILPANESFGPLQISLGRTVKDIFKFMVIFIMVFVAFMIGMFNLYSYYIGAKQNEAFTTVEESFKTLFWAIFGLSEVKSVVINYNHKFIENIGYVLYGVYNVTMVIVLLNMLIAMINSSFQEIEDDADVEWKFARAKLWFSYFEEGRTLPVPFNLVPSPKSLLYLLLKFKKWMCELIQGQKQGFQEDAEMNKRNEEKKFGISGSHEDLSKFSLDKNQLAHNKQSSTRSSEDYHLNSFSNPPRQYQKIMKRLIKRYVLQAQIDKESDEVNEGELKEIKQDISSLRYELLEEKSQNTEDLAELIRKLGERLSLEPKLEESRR
TRPC4 inh: blocks the mouse TRPC4 cation channel. B-score at 10 µM. HEK293 TRPC4beta/mu-opioid, DAMGO-evoked Fluo4 calcium flux; hits give low values. actives 0.39% (n = 300,000). Q9QUQ5;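 active = B-score over 3 SD under the library average, no early fluorescence shift, positive overall ratio signal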
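Test system – stable TRPC4beta/mu-opioid receptor HEK293 cells · Probe or stimulus – DAMGO, a submaximal dose followed by a maximal one · Dosing – one concentration per compound · Signal – Fluo4 calcium fluorescence by kinetic imaging, 5 s 1 Hz baseline · Evaluation – per-well B score of integrated baseline-normalized Fluo4 ratio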
TRPC6 inh: inhibitors of mouse TRPC6 channel | HEK293-TRPC6, membrane potential dye, ACh-evoked depolarization; hits give low values | B-score at 10 µM | AID 2553 | actives 1.1% (n = 310,000);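 active = B-score under library mean minus 3 SD, initial fluorescence not abnormally high, positive integrated signal ratio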;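 also: B-score derived from integrated fluorescence ratio over the kinetic read; more negative B-score means stronger inhibition of depolarization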
MrgX1 ag: agonists of human MrgX1 receptor; Q96LB2; MrgX1-HEK293 cells, Fluo-4 calcium fluorescence, agonist mode; hits give high values; B-score at 10 µM; actives 0.44% (n = 310,000); AID 588627;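 active = calcium response B-score plate-corrected fluorescence ratio at least 3 library SD, with starting fluorescence B-score inside 5 SD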
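Material: HEK293 cells stably expressing human MrgX1 receptor | Quantity: 15,000 cells per well | Times: Cells plated overnight, dye loaded 0.5 h 37 °C, 0.5 h room temperature | Measured by: Kinetic Fluo-4 NW fluorescence of intracellular calcium | Control set: Positive and negative controls per plate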
HIF activator: HIF pathway transcriptional activation. U2OS HRE-luciferase reporter, luminescence; normalized: DMSO 0%, desferrioxamine 100%. activation, % at 7.5 µM (by protocol). actives 0.32% (n = 300,000);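 active = mean activation of at least 10% of the iron chelator positive control signal, with at least half of replicates also reaching 10%; inconclusive = mean and replicate majority disagree about reaching 10%; inactive = mean and most replicates under 10%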
MrgX1 allo act: human MrgX1 positive allosteric modulation, primary screen; MrgX1-HEK293, Fluo-4 calcium flux, FDSS; hits give high values; B-score at 10 µM; actives 0.63% (n = 310,000); Q96LB2; AID 588675;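 active = plate-corrected calcium response at least 3 library SD above typical, normal starting fluorescence, not activating the receptor alone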;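 also: compound read alongside a low EC10 to EC30 dose of BAM8-22 agonist; peak minus trough fluorescence over baseline measured at the second addition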
PolyA inhibitor: inhibitors of polyadenylation in S. cerevisiae; S. cerevisiae SKY197-pL101 polyadenylation reporter, beta-gal luminescence; efflux-impaired pdr1/pdr3 knockout yeast; score 100 = 6 SD above DMSO; calls only at 12 µM; actives 0.02% (n = 300,000); AID 1875;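 active = lowest replicate activity score at least 50, where 100 means six control SD above control mean; inconclusive = lowest score under 50 but half or more replicates reach 50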;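 also: yeast exposed to compound for 9 h at 30 °C; higher score means more reporter readthrough which indicates perturbed polyadenylation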
TRPC4 agonist: activators of mouse TRPC4 channel; Q9QUQ5; HEK293 TRPC4beta/mu-opioid, Fluo4 calcium fluorescence; hits give high values; B-score at 10 µM; actives 0.49% (n = 310,000);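 active = B-score above 5 SD of library B-scores, and initial fluorescence ratio not above library mean plus 5 SD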;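 also: positive B-score marks a calcium rise read as TRPC4 activation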
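System: HEK293 cells stably co-expressing mouse TRPC4beta and mu-opioid receptor; Schedule: Fluo4 dye loading 45 min at room temperature, 110 s recording; Detection: Fluo4 fluorescence, kinetic; Evaluation: B-scored integrated calcium fluorescence ratio; Controls: buffer (low) and maximal DAMGO (high).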
TRPC4 PAM: TRPC4 (mouse) allosteric potentiation | actives 0.42% (n = 310,000) | B-score at 10 µM | HEK293 TRPC4beta/mu-opioid, DAMGO EC20, Fluo-4 Ca2+ flux; hits give high values | Q9QUQ5;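 active = B-score of calcium response area above 5 SD of library B-scores, with initial fluorescence ratio within 5 SD of library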;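 also: B-score of integrated fluorescence ratio over time as area under calcium response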
MrgX1 antag: human MrgX1 receptor antagonism, primary screen | B-score at 10 µM | MRGX1-HEK293 calcium flux, Fluo-4, BAM8-22 antagonism; hits give low values | actives 1.3% (n = 310,000);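 active = calcium-response B-score plate-corrected more than 3 library SD below zero, starting fluorescence within 5 deviations, no agonist response on first addition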;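 also: peak minus trough fluorescence over baseline after final BAM8-22 challenge near maximal dose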
AI-2 QS mod: modulators of Vibrio harveyi AI-2 quorum sensing system | actives 0.4% (n = 300,000) | AID 2094 | activity change, % at 7.5 µM | Vibrio harveyi JMH597 AI-2 luminescence/OD600 ratio, 9 h; hits give low values; strain lacks LuxN and CqsS sensors; 0 = neutral-control median; in the data active = activity change below about -75%, passing the limit was not always enough; inconclusive = no clear call, values can overlap the other calls;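 also: luminescence divided by OD600 gain over 9 h not by final OD600 alone; inactives centre near 13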
Active calls of the source: *; i = inactive; u = inconclusive. The list is partial (hit frequency here may not be typical).

SMILES,TRPC6 activator,TRPC4 inh,TRPC6 inh,MrgX1 ag,HIF activator,MrgX1 allo act,PolyA inhibitor,TRPC4 agonist,TRPC4 PAM,MrgX1 antag,AI-2 QS mod
CCn1c(-c2ccoc2C)n[nH]c1=S,i,i,i,i,-0.4,i,i,i,i,i,2.3
CCOC(=O)c1c(N2C(=O)Nc3ccccc3N2O)n[nH]c1-c1cccc(OC)c1,i,i,i,i,0.0,i,i,i,i,i,16.2
CC(=O)N1CCN(CC(=O)Nc2ccc(C)c(F)c2)CC1,i,i,i,i,0.7,i,i,i,i,i,28.3
CCOc1ccc(N=C(C)C2=C(O)c3ccccc3C2=O)cc1,i,i,i,i,0.9,i,i,i,i,i,-7.6
COC(=O)c1c(C)cc(O)c(C=O)c1O,i,i,i,i,-0.3,i,i,i,i,i,4.7
O=C(CN1C(=O)C2C3C=CC(C3)C2C1=O)NCC1COc2ccccc2O1 (stereo not given),i,i,i,i,0.1,i,i,i,i,i,20.7
CC(C)(C)c1ccc(SCCc2ccncc2)cc1,i,i,i,i,2.8,i,i,i,i,i,0.6
CC1(C)CC(=O)c2c(oc3ccc(NS(=O)(=O)c4cccc5cccnc45)cc23)C1,i,i,i,i,0.0,i,i,i,i,i,3.3
O=C(NCCC1=CCCCC1)C1CCCN(S(=O)(=O)c2ccccc2)C1 (stereo not given),i,i,i,i,-0.2,i,i,i,i,i,8.3
COc1cc(/C=N/NC(=O)C(N)=O)cc(OC)c1O,i,i,i,i,-0.2,i,i,i,i,i,10.5
COCCNC(=S)N1CCN(c2ccc(Cl)cc2)CC1,i,i,i,i,-0.3,i,i,i,i,i,13.2
CN(C)CCNc1oc(COc2cccc(Cl)c2)nc1C#N,i,i,i,i,1.7,i,i,i,i,i,0.3
O=C(NCc1ccccc1)C1CCCN(c2ncnc3c2nc2n3CCCCC2)C1 (stereo not given),i,i,i,i,-0.3,i,i,i,i,i,19.0
CCn1c(NC(=O)c2ccco2)c(-c2ccccc2Cl)c(=O)c2ccccc21,i,i,i,i,0.1,i,i,i,i,i,-5.7
Cc1ccccc1NC(=O)NCCCN1CCCC1,i,i,i,i,-0.1,i,i,i,i,i,21.7
CCc1nc2c(nnn2Cc2ccc(F)cc2)c(=O)[nH]1,i,i,i,i,-0.6,i,i,i,i,i,18.3
CC(C)c1ccccc1NCC(=O)N1CCN(Cc2ccccc2)CC1,i,i,i,i,-0.4,i,i,i,i,i,13.9
Cc1oc(C(=O)O)cc1CSc1nnc(-c2ccccc2)n1C,i,i,i,i,1.0,i,i,i,i,i,34.9
COc1cc(CN2CCCC(CO)(Cc3ccccc3F)C2)ccc1O (stereo not given),i,i,i,i,-0.3,i,i,i,i,i,18.7
O=C(O)c1ccc(-c2nc(-c3ccc(Cl)cc3Cl)cs2)cc1,i,i,i,i,1.8,i,i,i,i,i,11.5
CCN(C(=O)CSc1nc2ccccc2o1)C1CCS(=O)(=O)C1 (stereo not given),i,i,i,i,0.6,i,i,i,i,-4.72*,8.0
COc1cc2[nH]c(=O)n(C3CCCCC3)c(=O)c2cc1OC,i,i,i,i,-0.3,i,i,i,i,i,4.8
COc1ccccc1OCCNC(=O)c1ccc(C)o1,i,i,i,i,1.6,i,i,i,i,i,6.7
Cc1nn(-c2ccccc2)c(C)c1NC(=O)COC(=O)CCc1ccccc1,i,i,i,i,0.0,i,i,i,i,i,32.2
Nc1[nH]ncc1-c1ccc(F)cc1,i,i,i,i,-0.2,i,i,i,i,i,20.9
CSc1ccccc1OCc1cc(C(=O)N2CCCC(C)C2)no1 (stereo not given),i,i,i,i,5.3,i,i,i,i,-5.69*,41.3
CCCCN1C(C(=O)Nc2cc(C)on2)=C(O)c2ccccc2S1(=O)=O,i,i,i,i,-1.4,i,i,i,i,i,27.6
O=C1NC2(CCCCC2)N=C1c1ccc(F)cc1,i,i,i,i,-0.3,i,i,i,i,i,13.8
Cn1c(C(=O)N2CCC(C(=O)N3CCN(Cc4ccc5c(c4)OCO5)CC3)CC2)cc2sccc21,i,i,i,i,-0.2,i,i,i,i,i,0.3
Cc1ccc(Oc2ncc(CN3CC(C)OC(C)C3)s2)cc1 (stereo not given),i,i,i,i,u,i,i,i,i,i,19.8
O=c1c2c3c(sc2n(CCN2CCOCC2)c(=O)n1Cc1ccco1)CCCCC3,i,i,i,i,-1.3,i,i,i,i,i,12.4
CCOc1ccc(CCNC(=O)COC(=O)c2c(OC)cccc2OC)cc1OCC,i,i,i,i,-0.4,i,i,i,i,i,11.2
CC(=O)c1ccc(NC(=O)Cn2c(=O)oc3ccccc32)cc1,i,i,i,i,-4.9,i,i,i,i,i,-4.8
CC(=O)c1cc(-c2ccccc2)n(CC(=O)Nc2cccc(C)c2)c1C,i,i,i,i,0.2,i,i,i,i,i,27.7
O=C(CSc1n[nH]c(=O)[nH]c1=O)Nc1ccc2c(c1)C(=O)c1ccccc1C2=O,i,i,i,i,0.6,i,i,i,i,i,19.5
COC(=O)C1=C(C)NC2=C(C(=O)CCC2)C1c1cccc(C)n1 (stereo not given),i,i,i,i,-0.2,i,i,i,i,i,5.1
Cc1nn(Cc2noc(C(=O)NCc3ccc(F)cc3)n2)c(C)c1Br,i,i,i,i,-0.5,i,i,i,i,i,-1.3
O=C(/C=C/c1cccs1)NC1CC1,i,i,i,i,1.8,i,i,i,i,i,15.3
CN1CCN(C(=S)Nc2ccc([N+](=O)[O-])cc2)CC1,i,i,i,i,-0.3,i,i,i,i,i,6.2
C=CCOc1cccc(CNCc2ccncc2)c1,i,i,i,i,-0.8,i,i,i,i,i,10.0
O=C(Nc1ccccc1C(=O)N1CCN(Cc2ccccc2)CC1)c1ccccc1,i,i,i,i,-0.9,i,i,i,i,i,17.2
CC(C)(NC(=O)c1cc(Cl)c2ccccc2c1O)C(=O)O,i,i,i,i,-9.4,i,i,i,i,i,12.6
CSc1cccc(NC(=O)CN(c2cccc(C)c2)S(C)(=O)=O)c1,i,i,i,i,-0.2,i,i,i,i,i,23.9
COC(=O)c1cccc(OCC(O)Cn2cnc3cc(C)c(C)cc32)c1 (stereo not given),i,i,i,i,-0.1,i,i,i,i,i,25.5
O=C(O)CCCc1nc2ccccc2s1,i,i,i,i,-0.1,i,i,i,i,i,16.5
Cc1ccnc(Nc2nc3ccccc3o2)n1,i,i,i,i,-2.0,i,i,i,i,i,15.3
Cc1cc(C(=O)OCC(=O)NNC(=O)c2cccs2)ccc1[N+](=O)[O-],i,i,i,i,-0.7,i,i,i,i,i,-1.0
Cn1ncc([N+](=O)[O-])c1C(=O)Nc1ccccc1C(=O)O,i,i,i,i,-2.1,i,i,i,i,i,1.3
CCOc1ccc(N2CC(C(=O)NCCc3c[nH]c4ccc(OC)cc34)CC2=O)cc1 (stereo not given),i,i,i,i,2.1,i,i,i,i,i,9.9
O=C(Cn1cc(C(F)(F)F)cc(Cl)c1=O)Nc1ccc(N2CCOCC2)cc1,i,i,i,i,0.9,i,i,i,i,i,33.6

Next compounds:
SMILES,TRPC6 activator,TRPC4 inh,TRPC6 inh,MrgX1 ag,HIF activator,MrgX1 allo act,PolyA inhibitor,TRPC4 agonist,TRPC4 PAM,MrgX1 antag,AI-2 QS mod
C/C(=N\Nc1nccnc1Cl)c1ccc(Cl)c(Cl)c1,i,i,i,i,3.0,i,i,i,i,i,12.4
CC(/C=C/c1ccccc1)=N\NC(=O)CSc1ccccn1,i,i,i,i,-0.5,i,i,i,i,i,11.3
CN=C1SC(CC(=O)Nc2cc(Cl)ccc2Cl)C(=O)N1C (stereo not given),i,i,i,i,-0.3,i,i,i,i,i,21.2
Cc1ccn(CCC(=O)Nc2ccc(-c3ccno3)cc2)n1,i,i,i,i,-0.4,i,i,i,i,i,2.2
Oc1ccc(-c2nnc(-c3ccccc3)c(-c3ccccc3)n2)cc1,i,i,i,i,0.8,i,i,i,i,i,1.6
O=c1c(Br)c(N2CCCC2)cnn1-c1ccccc1,i,i,i,i,1.8,i,i,i,i,i,23.4
O=C(NCCCN1CCOCC1)c1ccc(-c2ccc(Cl)cc2)o1,i,i,i,i,0.3,i,i,i,i,i,3.0
CCc1ccc(C(=O)Nc2ccc(C)c(NS(C)(=O)=O)c2)cc1,i,i,i,i,0.7,i,i,i,i,i,12.5
Nc1nc(SCC(=O)Nc2ccc(Cl)cc2C(F)(F)F)n[nH]1,i,i,i,i,-0.1,i,i,i,i,i,2.8
Cc1c(Cl)cccc1NC(=O)CCN1CCCC(C)C1 (stereo not given),i,i,i,i,-0.2,i,i,i,i,i,6.7
CCCCC(=O)Nc1cccc(NC(=O)c2cccnc2Cl)c1,i,i,i,i,0.7,i,i,i,i,i,15.7
CC(C)(C)OC(=O)C(C)(C)Sc1nnc(N)s1,i,i,i,i,-0.1,i,i,i,i,i,13.8
CC(C)(C)NC(=O)NC(=O)CN1CCN(S(=O)(=O)c2ccc3c(c2)OCCO3)CC1,i,i,i,i,0.2,i,i,i,i,i,-22.3
O=C(NCCCN1CCCC1=O)c1cccc(NS(=O)(=O)c2ccc(Br)cc2)c1,i,i,i,i,0.2,i,i,i,i,i,26.9
Cc1cc2nc3c(=O)n(Cc4ccccc4)c(=O)[nH]c3nc2cc1N,i,i,i,i,-1.1,i,i,i,i,i,6.3
Cc1cccc(N(Cc2cc(=O)[nH]c3ccccc23)C(=O)CCl)c1,i,i,i,i,2.3,i,i,i,i,i,37.3
CCCC12CN3CC(C)(CN(C1)C31CCCCC1)C2=O,i,i,i,i,-0.2,i,i,i,i,i,4.6
Cc1nc(C(=O)NNC(=O)c2ccccc2)c(C(F)(F)F)o1,i,i,i,i,-0.3,i,i,i,i,i,7.8
